TexasRed autofl: Texas Red region autofluorescence | hit rate 0.06% among 59,000 | Compound fluorescence, Texas Red channel, 547/618 nm; active compounds read high | max dye-equivalent concentration, M; in the data active = max dye-equivalent concentration above about 10 nM; inconclusive = between about 1.1 nM and that limit
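Spectral interference profiling: each compound concentration's relative fluorescence, read with a 547 nm excitation and 618 nm emission filter pair, was normalized to a per-plate Texas Red standard curve.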
Luciferase inh: firefly luciferase inhibition | P08659 | purified firefly luciferase, luminescence, 8 min | Potency, µM (titrated, usually from 57.1 µM), without a hit: at the highest dose activity change, negative = inhibition, hits mostly inhibitors | hit rate 2.2% among 72,000; also: potency is read from the fitted curve at half-maximal effect; % is scaled to controls: 0 for no effect and ±100 for the full control effect; nearly all actives have a fitted effect of over 40% in size
Target sequence (P08659 whole entry, looked up): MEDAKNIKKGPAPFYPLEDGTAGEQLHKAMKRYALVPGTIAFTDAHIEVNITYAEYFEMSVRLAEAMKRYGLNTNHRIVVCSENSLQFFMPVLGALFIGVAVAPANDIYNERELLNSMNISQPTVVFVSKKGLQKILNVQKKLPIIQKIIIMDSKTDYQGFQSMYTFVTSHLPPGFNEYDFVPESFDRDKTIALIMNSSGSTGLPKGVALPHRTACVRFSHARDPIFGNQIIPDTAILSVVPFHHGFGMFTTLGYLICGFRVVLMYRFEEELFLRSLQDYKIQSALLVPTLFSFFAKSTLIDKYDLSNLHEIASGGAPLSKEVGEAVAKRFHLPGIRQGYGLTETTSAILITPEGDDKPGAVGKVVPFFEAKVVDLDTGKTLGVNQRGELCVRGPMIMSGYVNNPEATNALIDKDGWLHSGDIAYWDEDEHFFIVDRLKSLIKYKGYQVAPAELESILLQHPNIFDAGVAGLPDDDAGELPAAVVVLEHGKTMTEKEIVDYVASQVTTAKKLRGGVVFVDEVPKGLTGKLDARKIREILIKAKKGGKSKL
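Substrate buffer containing 10 uM ATP (pH 7.2 imidazole, Mg2+, KCl, detergent, BSA) is dispensed, compound pinned in, then luciferase/luciferin detector mix added. After 8 min at ambient temperature, light output is measured.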
Hsp90 Hop PPI: changes Hsp90-Hop TPR2A binding signal, up or down. AID 595. AlphaScreen TPR2A-His6 binding biotin-Hsp90 C-terminal peptide. Potency, µM (titrated, usually from 57 µM), for the others: top-dose activity change, negative = inhibition. hit rate 0.44% among 71,000; active = well fitted curve in either direction with a large enough effect; inconclusive = small, poorly fitted or top-dose-only effect, or another doubt; also: potency is read from the fitted curve at half-maximal effect; % is scaled to controls: 0 for no effect and ±100 for the full control effect; many of its hits are not listed in these tables
GFP derepression: epigenetic GFP locus derepression in mouse cells; mouse C127i GFP locus derepression, cytometry, 30 h; Potency, µM (doses to about 46.1 µM), without a hit: at the highest dose GFP derepression (activation); hit rate 0.09% among 68,000; AID 597; also: % of control where 0% means no effect
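Locus derepression in mouse mammary C127i cells whose integrated CMV-GFP reporter is normally silent; GFP expression after 30 h compound treatment was quantified by counting fluorescent cells.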
Ub-GFP proteasome: proteasome inhibitors stabilizing ubiquitin-GFP reporter; Potency, µM (series often up to 45.9 µM), for the others: at the highest dose activation (GFP accumulation), actives largely listed as activators; 67,000 tested, under 10 active; Ubiquitin-GFP reporter cells, proteasome inhibition, GFP fluorescence; response scale: untreated = 0%, 10 µM MG-132 = 100%; active = well fitted activation curve with a large enough effect, not every such curve was filed as active; inconclusive = small, poorly fitted or top-dose-only effect, or another doubt; inactive = no such curve, though single readings can be large or run the other way; also: potency is read from the fitted curve at half-maximal effect
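U2OS cells stably expressing ubiquitin(G76V)-GFP, seeded overnight in 0.5% FBS medium, were exposed to compounds (qHTS, 46 uM to 2.9 nM) for 4 hr at 37 °C. GFP-positive cells were counted by laser cytometry (488 ex/515 em), normalized between basal and 10 uM MG-132.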
Fluorescein fluor: compound autofluorescence in fluorescein spectral region; Compound autofluorescence, 480/540 nm, fluorescein-equivalent; active compounds read high; max fluorescein-equivalent concentration, M; hit rate 0.91% among 59,000; AID 593; in the data active = max fluorescein-equivalent concentration above about 10 nM; inconclusive = between about 1.1 nM and that limit
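In this qHTS profile, compound fluorescence was measured with a 480 nm/540 nm filter pair following a 15-min room-temperature incubation in 100 mM Tris (pH 8.0). A six-point fluorescein series on each plate served for normalization.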
HBB splice mod: modulators of hemoglobin beta chain splicing; hit rate 0.06% among 65,000; HBB splicing reporter cell assay, activation; EGFP reporter with mutant IVS2-654 intron; response scale: normalised to 500 nM splice-correcting PNA; Potency, µM (doses to about 46.1 µM), for the others: at the top dose activation, usual class: activators; also: potency is read from the fitted curve at half-maximal effect; 0% is about no effect
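Compounds were applied for 2 days to HeLa EGFP-654 cells, 500/well in Optimem with 2% FCS. The reporter's EGFP is disrupted by mis-splicing of beta-globin intron IVS2-654. Readout: summed well GFP fluorescence from 488 nm laser scanning; reference was 500 nM antisense […] 654 PNA.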
A350 autofl: compounds fluorescent in Alexa 350 spectral region; Compound autofluorescence, 340/450 nm, Alexa 350 dye-equivalents; active compounds read high; max dye-equivalent concentration, M; hit rate 11% among 59,000; AID 590; in the data active = max dye-equivalent concentration above about 10 nM; inconclusive = mostly about 1.1 nM to 9.6 nM
4MU fluor: 4-MU region autofluorescence | compound autofluorescence, 340/450 nm, 4-MU equivalents; active compounds read high | max dye-equivalent concentration, M | hit rate 11% among 59,000 | AID 589; in the data active = max dye-equivalent concentration above about 10 nM; inconclusive = mostly about 1.1 nM to 9.6 nM
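Compounds in 100 mM Tris, pH 8.0, incubated 15 min at room temperature, then fluorescence read at 340 nm excitation/450 nm emission. Signal converted to 4-MU dye-equivalent concentration using an on-plate six-point 4-MU standard curve.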
CRE-bla Fsk: CRE-bla signaling modulation under forskolin stimulation. CHO CRE-bla reporter (cAMP response element driving beta-lactamase), forskolin EC10, beta-lactamase ratio. Potency, µM (titrated, usually from 38.2 µM), for the others: at the highest dose activity change, negative = inhibition, most hits filed as activators. hit rate 2.5% among 71,000; active = well fitted activation curve with a large enough effect in the signal ratio, with a control signal flat, not every such curve was filed as active; inconclusive = small, poorly fitted or top-dose-only effect, or effect the other way, or a change in a side signal; the % refers to the signal ratio; also: potency is read from the fitted curve at half-maximal effect; % of control where 0% means no effect
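CHO CRE-bla cells, overnight plating in Opti-MEM with 0.5% dialyzed FBS; cpd titration + EC10 NKH 477, 3 h 37 °C; CCF4 2 h RT; ex 405/em 460 vs 530 ratio → %Activity, AC50.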
ERK AVP block: blocks ERK signaling stimulated by vasopressin. HEK293-V1b, vasopressin-stimulated pERK AlphaScreen. Potency, µM (top dose mostly 57.5 µM), without a hit: at the highest dose activity, negative = inhibition, hits mostly inhibitors. hit rate 0.99% among 72,000; also: potency is read from the fitted curve at half-maximal effect; % is scaled to controls: 0 for no effect and ±100 for the full control effect; nearly all actives have a fitted effect of over 55% in size
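HEK293 cells stably expressing V1b receptor, seeded overnight in 1% FBS, were treated with compounds for 30 min at 37C, then stimulated 5 min with 25 nM vasopressin; phospho-ERK read by AlphaScreen SureFire after lysis.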
Starred values were filed as active, the others as inactive; i = inactive; ? = inconclusive; / = not tested or not shown; & = joins results of further samples; [ ] = remark or other dose. Unless noted, calls follow the shape of the dose curve; as a rule, active = well fitted curve in the direction sought with a large enough effect; inconclusive = small, poorly fitted or top-dose-only effect, or another doubt; inactive = no such curve, though single readings can be large; an effect the other way counts as inactive or inconclusive. Not all compounds are listed; count on the stated rates, not on these rows.

#	SMILES	TexasRed autofl	Luciferase inh	Hsp90 Hop PPI	GFP derepression	Ub-GFP proteasome	Fluorescein fluor
1	CC(=O)Nc1cc(NC(C)=O)cc(C(=O)OCC(=O)N2CC(C)OC(C)C2)c1 (stereo unspecified)	?	1%	-3%	-1%	0%	i
2	CCOC(=O)CNC(=O)CSc1ncnc2c1cnn2-c1ccccc1	i	2%	-1%	1%	4%	i
3	C/C(N)=C(\C#N)C(=O)NCCc1ccccn1	i	0%	31%	-2%	11%	?
4	COc1ccc(C(=O)CSc2nnc(CNC(=O)c3ccc(OC)c(OC)c3)n2C)cc1	i	-1%	1%	-3%	-2%	i
5	Cc1cccc(-n2nnc(C(=O)Nc3ccc(F)cc3)c2N)c1	i	-15%	-2%	0%	13%	?
6	O=C(NCCCN1CCCC1=O)NC12CC3CC(CC(C3)C1)C2	i	2%	-2%	5%	-2%	i
7	N#CCCN(CCC#N)C(=O)COc1ccc(Cl)cc1Cl	i	0%	-3%	3%	1%	i
8	CC1CCCCC1NS(=O)(=O)c1ccc(S(=O)(=O)N2CCN(CCC#N)CC2)cc1 (stereo unspecified)	/	4%	-1%	0%	-9%	/
9	C=CCn1c(SCC(=O)Nc2cc(C)c(Cl)cc2OC)nnc1-c1ccco1	?	0%	-12%	2%	-6%	i
10	O=C1C=C(NCC2CCCO2)CC(c2ccccc2)C1 (stereo unspecified)	/	2%	-3%	2%	-4%	/
11	CC(C)COP(=O)(c1ccc(N(C)C)cc1)C(O)c1ccncc1 (stereo unspecified)	i	4%	-5%	6%	2%	?
12	COC(=O)c1[nH]c2cc(OC)ccc2c1NC(=O)CN1CCC(C(N)=O)CC1	i	0%[25.5 µM]	/	6%[20.6 µM]	/	i

#	HBB splice mod	A350 autofl	4MU fluor	CRE-bla Fsk	ERK AVP block
1	-1.4%	i	i	-11%	-12%
2	-0.1%[57.5 µM]	i	i	-3%	-11%
3	3.6%[1.84 µM]	1.2e-08M*	4.6e-08M*	?	46%[activator]
4	0.8%	i	i	9%	-19%
5	0.1%	i	i	?	1%
6	7.5%	i	i	2%	-19%
7	-0.2%	i	i	-9%	3%
8	0.4%	/	/	?	0%
9	-5.4%[0.369 µM]	i	i	?	-1%
10	0.5%	/	/	1%	-5%
11	-2.5%[57.5 µM]	?	i	12%	-13%
12	/	i	i	/	/

(continued)
#	SMILES	TexasRed autofl	Luciferase inh	Hsp90 Hop PPI	GFP derepression	Ub-GFP proteasome	Fluorescein fluor
13	COC(=O)C(Cc1ccc(O)cc1)NC(=O)CCC(=O)Nc1ccc(S(N)(=O)=O)cc1 (stereo unspecified)	?	1%	2%	0%	-9%	i
14	O=C(O)c1cc(=O)c2c(Cl)cc(Cl)cc2[nH]1	i	-1%&0%	-4%&-2%	0%&-1%	4%&6%	?
15	O=C(NC1CCCCC1)C1CCN(S(=O)(=O)N2CCOCC2)CC1	i	0%	-16%	-1%	-6%	i
16	Cn1c(/C=N/c2nc3ccccc3[nH]2)nc2ccccc21	i	-5%	-16%	-1%	26%	i
17	CCOc1ccccc1OCCOCCN1CC(C)OC(C)C1 (stereo unspecified)	i	0%	0%	0%	3%	i
18	CCc1nnc(NC(=O)C2CCCN2C(=O)NC2CCCCC2)s1 (stereo unspecified)	i	2%	-1%	-4%	0%	i
19	COc1ccc(C2CC(=O)c3cnc(NC(=O)c4cccc(OC)c4)nc3C2)cc1 (stereo unspecified)	?	-1%	0%	-3%	-1%	i
20	O=S(=O)(Nc1nc2ccccc2nc1NCCN1CCOCC1)c1cccc(Cl)c1	i	2%	-5%	0%	6%	i
21	Cc1onc(-c2ccccc2Cl)c1C(=O)OCn1nnc2ccccc2c1=O	/	1%	1%[11 µM]	-2%	5%[9.17 µM]	/
22	COC(=O)c1c(C)oc2ccc(OC(=O)N3CCOCC3)cc12	?	2%	-3%	-2%	7%	?
23	O=C(CN1CCC(n2nnc3cc(F)ccc32)CC1)Nc1ccccc1N1CCOCC1	?	-33%	1%	0%	-4%	?
24	CCC(CC)C(=O)Nc1cc(NC(=O)C(CC)CC)cc(C(=O)O)c1	i	-4%	-1%	0%	8%	i

#	HBB splice mod	A350 autofl	4MU fluor	CRE-bla Fsk	ERK AVP block
13	1.2%[57.5 µM]	?	i	-9%	-6%
14	0.7%	?	?	?	10%
15	-2.0%	i	i	-7%	-5%
16	0.1%	i	i	3%	-18%
17	-1.1%	i	i	2%	-1%
18	/	i	i	2%	5%
19	2.2%[57.5 µM]	i	i	-7%	-13%
20	-1.1%	i	i	7%	3%
21	-3.6%[0.0738 µM]	/	/	?	-29%
22	2.7%	i	i	29%	-13%
23	-2.6%	i	i	?	-21%
24	-1.2%	i	i	3%	-7%

Additional structures:
#	SMILES	TexasRed autofl	Luciferase inh	Hsp90 Hop PPI	GFP derepression	Ub-GFP proteasome	Fluorescein fluor
25	CCCn1nnc(NC(=O)c2ccc(OCC)c(Cl)c2)n1	i	-1%	0%	2%	1%	i
26	CN(C)c1nc(N)nc(-c2ccco2)n1	/	2%	-2%	0%	3%	/
27	C=C(C)CSc1nnc([C@@H](NC(=O)OC(C)(C)C)C(C)CC)o1 (stereo partly specified)	i	2%	4%	0%	1%	i
28	CCC(Oc1ccccc1)C(=O)Nc1nnc(C(F)(F)F)s1 (stereo unspecified)	i	-4%	1%	0%	-4%	i
29	CCC(OC(=O)c1ccco1)C(=O)NCc1ccc(C)cc1 (stereo unspecified)	i	-5%	1%	-2%	5%	i
30	CCOC(=O)c1c(NC(=O)CSc2nnc(C)c(=O)[nH]2)sc2c1CCC2	i	0%	-3%	1%	-1%	i
31	CCCNC(=O)N1CCN(c2ncccn2)CC1	i	1%	-2%	4%	0%	?
32	O=C(CN1CCC(O)(c2ccc3c(c2)OCO3)CC1)OC1CCCCC1	i	6%	-2%	8%	-5%	i
33	Cc1cc(-n2nc(C)cc2C)nc(N)n1	i	-1%	1%	-2%	-2%	i
34	O=C(O)[C@@H]1CCCNC1	i	7%[25.5 µM]	-3%[26 µM]	0%[20.6 µM]	-1%[20.5 µM]	?
35	O=C(CN1CCN(c2ccc(F)cc2)CC1)Nc1nnc(-c2ccccc2)s1	i	-1%	1%	0%	-4%	?
36	COc1cccc(N2CC34C=CC(O3)C(C(=O)O)C4C2=O)c1 (stereo unspecified)	i	-1%	-1%	0%	0%	?

#	HBB splice mod	A350 autofl	4MU fluor	CRE-bla Fsk	ERK AVP block
25	-0.6%	i	i	-2%	-20%
26	1.6%	/	/	?	-2%
27	-0.2%[57.5 µM]	i	i	3%	11%
28	-1.3%	i	i	13%	9%
29	/	i	i	-2%	-7%
30	/	i	i	?	-24%
31	-0.1%	?	?	-5%	6%
32	/	i	i	4%	-16%
33	-0.6%	i	i	?	-18%
34	-0.4%[20.6 µM]	i	i	-6%[17.1 µM]	-2%[25.7 µM]
35	/	i	i	-9%	-20%
36	/	i	i	-7%	-13%

(next part)
#	SMILES	TexasRed autofl	Luciferase inh	Hsp90 Hop PPI	GFP derepression	Ub-GFP proteasome	Fluorescein fluor
37	O=C(NCCC1=CCCCC1)c1cnccn1	i	-2%	-3%	-3%	7%	i
38	Cc1ccc(Nc2nnc(-c3ccc4c(c3)OCO4)o2)c(C)c1	i	-8%[11.4 µM]	-3%[11 µM]	3%[9.22 µM]	-8%[9.17 µM]	i
39	C=C[C@@]1(C)CC(=O)[C@@]2(O)[C@@]3(C)[C@H](O)CCC(C)(C)[C@@H]3[C@H](O)[C@H](OC(C)=O)[C@]2(C)O1	?	-1%	4%	1%	2%	?
40	O=C1Nc2ccccc2C12OCC1(CO2)COC2(OC1)C(=O)Nc1ccccc12 (stereo unspecified)	?	1%	-4%	-1%	-3%	i
41	O=c1c2ccccc2nc(-c2ccccc2)n1CCN1CCOCC1	i	2%	0%	0%	-3%	i
42	CSc1nc(N2CCN(CCO)CC2)c2sc3nc(-c4ccco4)c4c(c3c2n1)CCC4	i	0%	-4%	5%	-1%	i

#	HBB splice mod	A350 autofl	4MU fluor	CRE-bla Fsk	ERK AVP block
37	-0.3%	i	i	-18%	-4%
38	3.1%[9.22 µM]	?	?	-6%[7.6 µM]	3%[11.5 µM]
39	-0.4%	i	i	?	?
40	-0.3%[57.5 µM]	i	i	-7%	6%
41	2.2%[57.5 µM]	?	?	8%	0%
42	-1.3%	?	i	?	-14%

Among those listed so far, 2 contain a thiophene ring, fused or not:
#	SMILES	TexasRed autofl	Luciferase inh	Hsp90 Hop PPI	GFP derepression	Ub-GFP proteasome	Fluorescein fluor
30	CCOC(=O)c1c(NC(=O)CSc2nnc(C)c(=O)[nH]2)sc2c1CCC2	i	0%	-3%	1%	-1%	i
42	CSc1nc(N2CCN(CCO)CC2)c2sc3nc(-c4ccco4)c4c(c3c2n1)CCC4	i	0%	-4%	5%	-1%	i

#	HBB splice mod	A350 autofl	4MU fluor	CRE-bla Fsk	ERK AVP block
30	/	i	i	?	-24%
42	-1.3%	?	i	?	-14%
